# PLC-gamma1 inh: PLC-gamma1 enzyme inhibitors, primary screen, biochemical, fluorescence, purified enzyme; 1-phosphatidylinositol 4,5-bisphosphate phosphodiesterase gamma-1 (Homo sapiens), P19174; fluorogenic substrate; inhibition, % at 12.2 µM; 370,000 tested, 0.84% active; AID 720700, 2013; in the data active = inhibition above about 9.5%
# KLK7 zymogen act: proKLK7 zymogen activators, primary screen, biochemical, fluorescence intensity. Kallikrein-7 (Homo sapiens), P49862. purified proKLK7, EDANS-DABCYL substrate fluorescence; 100% is mature enzyme control, 0% vehicle. activation, % at 7 µM. 370,000 tested, 0.9% active. AID 652039, 2013;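 active = activation above the mean of all tested compounds plus 3 SD, computed per campaign excluding outliers beyond control limits, cut at about 13% in these data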
# Tn7 DDE FP: inhibitors of Tn7 peptide binding to fibrin DD(E), primary screen, biochemical, fluorescence polarization, human fibrin, Tn7 probe; inhibition, % at 8.3 µM; Fibrinogen beta chain (Homo sapiens), P02675; FP displacement of FITC-Tn7 peptide from fibrin DD(E); 0% = median of compound wells per plate; 370,000 tested, 0.13% active;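 active = inhibition above the mean of compounds falling within the control limits plus 3 SD of them, cut at about 14% in these data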;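 note: 0% = plate median of compound wells and 100% = 10 µM Aha-Tn7 peptide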
#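 Test system – human fibrin DD(E) · Times – 10 min preincubation, 3 h with tracer, room temperature · Detection – fluorescence polarization of the labelled Tn7 tracer · Measure – percent inhibition normalized to high-control wells · Benchmarks – high control wells with 10 µM unlabelled Aha-Tn7 peptide (full inhibition) · Repeats – singlicate testing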
# UHRF1 MBD2 ctr: UHRF1 methylated DNA binding inhibitors, primary screen, counter-screen for MBD2 inhibitor project, biochemical, TR-FRET, human UHRF1, single concentration. 370,000 tested, 0.75% active. inhibition, % at 4.4 µM. AID 687016, 2013. UHRF1 binding to methylated oligo. E3 ubiquitin-protein ligase UHRF1 (Homo sapiens), Q96T88; in the data active = inhibition above about 21%;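 note: UHRF1 SRA domain binding a hemimethylated CpG hairpin DNA probe; 0% = median of test compound wells and 100% = reference inhibitor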
# Target sequence (Q96T88 whole entry, looked up, the tested form may be a part): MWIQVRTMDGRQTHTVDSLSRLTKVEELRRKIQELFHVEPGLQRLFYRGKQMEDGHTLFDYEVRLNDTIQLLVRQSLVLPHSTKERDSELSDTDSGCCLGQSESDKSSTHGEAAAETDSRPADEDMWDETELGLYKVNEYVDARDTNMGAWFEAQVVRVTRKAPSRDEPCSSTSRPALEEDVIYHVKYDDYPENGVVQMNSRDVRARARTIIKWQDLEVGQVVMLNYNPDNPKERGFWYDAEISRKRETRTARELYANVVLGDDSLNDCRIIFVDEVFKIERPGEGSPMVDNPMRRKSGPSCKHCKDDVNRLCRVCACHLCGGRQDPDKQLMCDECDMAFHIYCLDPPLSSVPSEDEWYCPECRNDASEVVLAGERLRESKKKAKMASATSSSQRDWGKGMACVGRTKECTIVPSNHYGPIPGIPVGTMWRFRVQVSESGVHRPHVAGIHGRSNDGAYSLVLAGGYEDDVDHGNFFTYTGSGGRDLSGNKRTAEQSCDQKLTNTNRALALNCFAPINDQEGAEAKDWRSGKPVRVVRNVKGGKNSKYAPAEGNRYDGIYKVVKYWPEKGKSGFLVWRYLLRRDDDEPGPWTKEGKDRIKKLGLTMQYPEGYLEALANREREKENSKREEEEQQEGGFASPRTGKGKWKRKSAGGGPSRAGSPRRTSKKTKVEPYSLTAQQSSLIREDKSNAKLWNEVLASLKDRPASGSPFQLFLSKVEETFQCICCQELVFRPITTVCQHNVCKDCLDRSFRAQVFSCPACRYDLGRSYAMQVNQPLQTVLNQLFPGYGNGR
# ADAM17 inh: ADAM17 inhibitors, primary screen, biochemical, QFRET | inhibition, % at 6.95 µM | Disintegrin and metalloproteinase domain-containing protein 17 (Homo sapiens), P78536 | 370,000 tested, 0.83% active | AID 720648, 2013 | recombinant ADAM17, EDANS/DABCYL FRET peptide cleavage;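 active = inhibition above the mean of compounds lying between control limits plus 3 SD, set per campaign, cut at about 8.5% in these data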;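 note: 0% = DMSO-only wells as the low control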
# ARFGAP1 inh: inhibitors of rat ARFGAP1 GAP activity, primary screen, biochemical, fluorescence polarization, GDP tracer; ADP-ribosylation factor GTPase-activating protein 1 (Rattus norvegicus), Q62848; 360,000 tested, 0.26% active; inhibition, % at 16.5 µM; AID 651572, 2012; Arfgap1-stimulated ARF1 GTP hydrolysis, GDP FP detection;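 active = inhibition above a per-plate limit, mean inhibition of low control wells plus 3 SD, cut at about 25% in these data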;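 note: 0% = DMSO wells with enzyme and 100% = wells lacking Arfgap1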
# Target sequence (Q62848 1-136 limits assumed): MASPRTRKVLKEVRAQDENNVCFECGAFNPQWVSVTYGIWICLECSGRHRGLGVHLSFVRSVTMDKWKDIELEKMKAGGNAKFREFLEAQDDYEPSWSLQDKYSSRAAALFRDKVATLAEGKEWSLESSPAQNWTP
#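 Repeats: one replicate per compound; assay system: rat Arfgap1 catalytic domain, aa 1-136; times: enzyme reaction 120 min at 25 °C after 20 min preincubation; detection: FP of antibody-bound GDP Alexa 633 tracer, ex 620/em 688 nm; benchmarks: high control wells lacking Arfgap1, low control full reaction with DMSO; reagent: human ARF1(Δ1-17)-GTP substrate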
# ASAP1 inh: inhibitors of human ASAP1 ArfGAP activity, primary screen, biochemical, fluorescence polarization; Arf-GAP with SH3 domain, ANK repeat and PH domain-containing protein 1 (Homo sapiens), …; ASAP1-stimulated ARF1 GTP hydrolysis, GDP FP detection; inhibition, % at 16.5 µM; 360,000 tested, 0.19% active; AID 624377, 2012; in the data active = inhibition above about 25%;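 note: 0% = vehicle with enzyme and substrate and 100% = no enzyme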
# MBD2 DNA inh: inhibitors of MBD2 binding to methylated DNA, primary screen, biochemical, TR-FRET, DNA-binding domain, human. Methyl-CpG-binding domain protein 2 (Homo sapiens), Q9UBB5. MBD2 binding to methylated oligonucleotide. inhibition, % at 4.4 µM. 370,000 tested, 0.31% active; in the data active = inhibition above about 13%
# Tn6 DDE FP: inhibitors of Tn6 peptide binding to fibrin DD(E), primary screen, biochemical, fluorescence polarization, human fibrin, Tn6 probe. AID 720509, 2013. inhibition, % at 8.3 µM. 370,000 tested, 0.21% active. Fibrinogen beta chain (Homo sapiens), P02675. Fibrin DD(E) TRITC-Tn6 fluorescence polarization displacement;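 active = inhibition above a per-campaign cutoff: mean of compounds within control limits plus 3 SD, cut at about 15% in these data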;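 note: 0% = median of all compound wells on the plate and 100% = blocking peptide control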
# PLC-beta3 inh: human PLC-beta3 inhibitors, primary screen, biochemical, fluorescence; 1-phosphatidylinositol 4,5-bisphosphate phosphodiesterase beta-3 (Homo sapiens), Q01970; Purified PLC-beta3, fluorogenic substrate; inhibition, % at 12.2 µM; 370,000 tested, 0.18% active; AID 720704, 2013; in the data active = inhibition above about 11%;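 note: 0% = median of compound wells on plate and 100% = full blocker control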
# Numbers without * were called inactive.
SMILES,PLC-gamma1 inh,KLK7 zymogen act,Tn7 DDE FP,UHRF1 MBD2 ctr,ADAM17 inh,ARFGAP1 inh,ASAP1 inh,MBD2 DNA inh,Tn6 DDE FP,PLC-beta3 inh
O=C(CNS(=O)(=O)c1ccc2ccccc2c1)Nc1ccc(F)c(F)c1F,-1,-0.2,-11,-1,3,-2,13,-1,3,-7
CCOC(=O)N1CCN(C(=O)CSc2ccc(-c3cccnc3)nn2)CC1,0,0.1,3,1,-3,2,-1,-1,-4,-1
COc1ccc(C2=NCCc3cc(OC)c(OC)cc32)cc1,-468,30*,2,0,-14,12,-11,6,-1,-488
Cc1ccc(SCC(=O)Nc2ccc(N3CCOCC3)cc2)cc1C,0,0.7,-2,-4,0,-19,3,3,1,-6
COc1ccc(C(=O)NC(=S)Nc2ccc3c(c2)Cc2ccccc2-3)cc1,-4,0.0,7,6,-7,1,2,6,6,-1
Cc1cccc(Cn2c(C)c(C)c3cc(C(=O)NCCN4CCOCC4)ccc32)c1,-63,2.7,-3,4,-26,15,-10,5,-7,-88
Cc1ccc(NC(=O)Cc2ccc(Cl)cc2)nc1,-5,-0.1,6,-2,-3,2,4,6,-8,-13
CCCOc1cc(CN2CCCCC2)cc(C(C)=O)c1,1,-0.2,-3,5,-2,-3,-19,-3,1,-1
O=C(NNC(=S)Nc1ccc(F)c(Cl)c1)c1ccccc1Br,-2,0.5,-2,-4,6,5,4,-4,-7,-1
O=C(CN1CCC(NC(=O)Cc2ccccc2)CC1)Nc1cccc2ccccc12,-2,0.2,-8,0,-4,6,-2,-2,2,1
O=C(Nc1ccccc1N1CCN(C(=O)c2ccccc2)CC1)c1ccccc1Cl,0,0.0,-1,0,1,14,8,-2,5,-5
CC1(C)Cc2c(sc3c2C2=NCCN2C=N3)CS1,-42,-2.8,6,-2,-6,0,0,-4,7,-52
CC1(C)CC(NC(=O)COc2ccc([N+](=O)[O-])cc2)CC(C)(C)N1,3,0.0,1,1,-1,0,13,-4,-2,0
Cc1ccc(C)c(CN2CCC(CNC(=O)Nc3ccc(C)c(F)c3)CC2)c1,7,0.4,5,0,-7,-2,-15,0,2,-4
COc1ccccc1CCC(=O)Nc1ccc(S(=O)(=O)Nc2ncccn2)cc1,-4,0.0,2,3,-4,-2,3,3,3,-13
O=C(Nc1ccccn1)c1cccnc1,9,-0.6,1,6,8,-9,4,-4,2,8
Cc1ccc(Cn2c(SCC(=O)N/N=C/c3ccc(C)o3)nc3ccccc32)cc1,-1,0.2,-1,-1,1,-5,-10,0,0,2
COc1ccc(S(=O)(=O)N2CCCCC2)cc1NC(=O)C1CC(=O)N(c2ccc3c(c2)OCCO3)C1 (stereo unspecified),6,0.7,-3,4,6,3,3,4,-3,2
CCCCCOC(=O)c1ccc(NC(=O)c2cccc(NC(=O)c3ccccc3C(=O)O)c2)cc1,-30,0.1,2,-1,-1,-2,5,-6,-1,-42
CC(=O)Nc1ccc(S(=O)(=O)Nc2nc3ccc([N+](=O)[O-])cc3s2)cc1,-9,-0.1,7,1,0,2,4,-7,3,-10
O=CNc1cc(-c2ccc(C(=O)NC3CC3)cc2)cn2c(-c3ccc(F)c(Cl)c3)cnc12,-65,-2.3,7,-1,-8,4,-12,-8,-8,-91
COc1ccc(CCNC(=O)CSCC(=O)Nc2cc(S(C)(=O)=O)ccc2Cl)cc1,2,-0.7,4,5,-4,12,10,-2,-7,-7
CCN1CCN(Cc2ccc(NC(=O)c3cc(NC(=O)c4cc(C)on4)cc(OC)c3)cc2C(F)(F)F)CC1,1,-0.1,-2,2,-3,12,-3,0,0,-2
Cn1nnc2cc(C(=O)NC3CC3)ccc21,-1,-0.5,6,2,-8,8,2,2,2,1
CCc1ccc(NC(=S)Nn2cnnc2)cc1,7,0.1,-4,-2,1,-2,3,-1,-1,-2

# The closing three records of the section above lead into the next:
SMILES,PLC-gamma1 inh,KLK7 zymogen act,Tn7 DDE FP,UHRF1 MBD2 ctr,ADAM17 inh,ARFGAP1 inh,ASAP1 inh,MBD2 DNA inh,Tn6 DDE FP,PLC-beta3 inh
CCN1CCN(Cc2ccc(NC(=O)c3cc(NC(=O)c4cc(C)on4)cc(OC)c3)cc2C(F)(F)F)CC1,1,-0.1,-2,2,-3,12,-3,0,0,-2
Cn1nnc2cc(C(=O)NC3CC3)ccc21,-1,-0.5,6,2,-8,8,2,2,2,1
CCc1ccc(NC(=S)Nn2cnnc2)cc1,7,0.1,-4,-2,1,-2,3,-1,-1,-2
O=C(CSC1=NS(=O)(=O)c2cc(Cl)ccc2N1)Nc1ccccc1C(F)(F)F,4,-0.5,-3,-2,1,4,7,2,2,0
CCOC(=O)Cc1csc(NC(=O)CSC2=NCCS2)n1,2,0.3,0,2,-5,2,0,5,-4,-7
Cc1cccc(-c2noc(CNC(=O)c3ccoc3C)n2)c1,-5,-0.7,-6,10,-2,5,-11,2,-5,-14
O=C(CN(CC1CCCO1)C(=O)CCC(=O)Nc1nccs1)NCC1CCCO1 (stereo unspecified),1,0.2,-3,-1,-2,7,13,0,3,1
Cc1ccc(CN(C(=O)COc2cccc(C)c2C)C2CCS(=O)(=O)C2)o1 (stereo unspecified),0,-0.2,-2,1,-2,-1,16,-3,0,-3
COc1ccc(OC(=O)OCc2ccccc2)cc1,3,0.1,2,8,-3,3,-7,2,1,0
Cc1ccc(OCCSc2ncnc3nc[nH]c23)cc1,3,-0.2,8,0,2,-1,11,-5,2,-1
COc1ccccc1-n1c(CNc2c(C)cccc2C)nnc1SCC(=O)N1CCOCC1,5,0.0,2,2,0,1,-2,1,-8,0
O=[N+]([O-])c1ccc(SN2CCCCC2)c([N+](=O)[O-])c1,-1,0.6,-6,-1,-4,-17,0,-2,-2,2
Cc1onc(-c2ccccc2Cl)c1C(=O)Nc1nnc(C(C)C)s1,-1,-1.0,6,0,-2,-14,12,-3,0,1
Cc1ccc2c(c1)C(O)(CC(=O)c1ccc3c(c1)OCO3)C(=O)N2 (stereo unspecified),-1,0.4,0,1,-3,-8,0,2,3,1
CC1=CS/C(=C(/C#N)C(=O)N2CCOCC2)N1c1ccccc1,6,0.6,-4,11,3,5,-1,9,1,8
COc1ccc2oc(-c3ccccc3)c(C(=O)N3CCOCC3)c2c1,-171,-0.6,-1,5,-78,7,-4,5,2,-176
COc1ccc(C)cc1S(=O)(=O)N1CCC(C(=O)N2CCOCC2)CC1,8,0.6,0,0,0,-8,-6,-1,-8,4
Cc1occc1-c1nnc(SCC(=O)NCc2cccs2)n1CC1CCCO1 (stereo unspecified),-1,-0.3,-8,0,-5,15,7,4,-1,2
C(=C/c1nccc2c1[nH]c1ccccc12)/c1ccc2c(c1)OCO2,-275,-11,-3,-3,-42,11,17,5,-4,-408
CCCCOc1ccc(C(=O)OCC(=O)c2c(N)n(C)c(=O)n(C)c2=O)cc1,4,0.8,-2,0,2,-6,13,0,-4,-3
CCc1ccc(Nc2nnc(SCC(=O)Nc3cccc(S(=O)(=O)NC4=NCCCCC4)c3)s2)cc1,9.7*,1.4,-3,-3,6,17,3,-3,-1,3
O=S(=O)(c1ccc(F)cc1)N1CCC(c2nc3ccccc3[nH]2)CC1,-4,0.2,4,-1,-3,-1,-9,0,2,-6
CC(NC(=O)Cc1ccccc1)c1cc2c(cc1Br)OCCCO2 (stereo unspecified),3,0.1,2,2,-5,-8,-5,4,0,0
C=CCSc1nc2sc3c(c2c(=O)n1CC)CCc1ccccc1-3,-3,0.2,-9,-4,-4,-2,18,0,-7,1
COc1ccccc1C1N(c2ccc(F)cc2)C(=O)C2CCCN21 (stereo unspecified),4,-0.4,-3,1,-4,9,-9,1,-2,4
COc1ccc(/C=N/NC(=O)Cn2cnc3ccccc3c2=O)cc1,-1,-0.2,11,-4,-1,-2,2,3,0,3
O=C(COC(=O)c1cccnc1Cl)Nc1cccc(S(=O)(=O)N2CCCCC2)c1,0,0.6,-8,-3,1,-9,7,2,1,3
COc1ccc(C2=NC(C)(C)Cc3cc(OC)c(OC)cc32)cc1,-304,22*,-5,1,-10,4,9,0,6,-438
SMILES,PLC-gamma1 inh,KLK7 zymogen act,Tn7 DDE FP,UHRF1 MBD2 ctr,ADAM17 inh,ARFGAP1 inh,ASAP1 inh,MBD2 DNA inh,Tn6 DDE FP,PLC-beta3 inh
Cc1ccc(NC(=O)C2CCN(c3ncnc4sc(C)c(C)c34)CC2)cc1S(=O)(=O)N(C)C,-8,0.8,0,-3,5,17,-1,-2,-5,-11
CCOC(=O)C1(Cc2ccccc2)CCCN(CCO)C1 (stereo unspecified),1,0.1,2,-3,-1,-13,5,2,-8,2
COc1ccc(Cn2cnc3sccc3c2=O)cc1,1,0.0,-2,-2,-1,-10,8,1,10,1
CC(C)c1ccc(NC(=O)NCc2ccc(F)cc2)cc1,2,0.2,2,3,4,12,11,-1,-2,-1
COC(=O)C[C@@H]1CC[C@H](NC(=O)Nc2ccc(OC)cc2)[C@@H](CO)O1,1,0.6,1,1,-3,-3,-10,0,5,-2
O=C(c1cc2c([nH]c1=O)CCCC2)N1CCc2c([nH]c3ccccc23)C1c1ccccc1F (stereo unspecified),-2,1.0,-5,-1,0,11,-4,-1,3,-4
CC1=C([N+](=O)[O-])C(c2ccc(O)c(O)c2)NC(=O)N1 (stereo unspecified),1,0.3,-9,1,-3,10,14,1,-7,-5
CC(=O)N1N=C(c2ccccc2)CC1c1ccccc1 (stereo unspecified),1,0.2,-6,6,-2,5,1,2,-5,2
Cc1cc(NC(=O)CSc2nc(-c3cccs3)nc3ccccc23)no1,-27,-1.6,1,2,-20,3,-5,8,-8,-34
C=CCn1c(O)c2ccc(C(=O)N=NC(=O)COc3ccccc3F)cc2c1O,4,0.7,5,-3,-4,-10,-10,1,2,-5
CC(C)C[C@@H](CN1CCC[C@@H]1CN1C(=S)NC[C@@H]1Cc1ccc(O)cc1)N1C[C@H](Cc2ccc(O)cc2)N(CCc2ccccc2)C1=S,0,-0.3,-1,3,5,1,12,-3,6,1
